IDE cell inh = human IDE inhibitors in live cells, primary screen, fluorescence polarization, HEK cells, FAbetaB substrate. inhibition, % at 5.59 µM. 0.41% of 320,000 active. FAbetaB cleavage;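 active = percent inhibition above the average of all tested compounds plus 3 SD, set per screening campaign, cut at about 16% in these data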;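 note: IDE supplied by intact live HEK cells; FP after avidin binding of uncleaved biotin substrate so inhibition keeps polarization high; 0% = DMSO wells and 100% = 60 µM reference IDE inhibitor Ii1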
NALP1 inh = NALP1 inflammasome inhibitors in reconstituted yeast, colorimetric, S. cerevisiae, triplicate retest; S. cerevisiae NALP1/ASC/caspase-1 growth, X-gal OD620, 72 h; inhibition, % at 10 µM; 0.61% of 280,000 active; AID 2071, 2009; in the data active = inhibition mostly above about 24%, no sharp cut-off; inactive = mostly below about 32%; note: some compounds called inactive have numbers as strong as hits
UBC9 SUMO inh = inhibitors of in vitro SUMOylation cascade, primary screen, biochemical, HTRF, uHTS | SUMO-conjugating enzyme UBC9 (Homo sapiens), P63279 | inhibition, % at 35 µM | HTRF SUMOylation assay, SAE1/SAE2 + UBC9 | 0.36% of 290,000 active; in the data active = inhibition above about 50%, passing the limit was not always enough; note: strong numbers were not always called active
Target sequence (P63279 whole entry, looked up): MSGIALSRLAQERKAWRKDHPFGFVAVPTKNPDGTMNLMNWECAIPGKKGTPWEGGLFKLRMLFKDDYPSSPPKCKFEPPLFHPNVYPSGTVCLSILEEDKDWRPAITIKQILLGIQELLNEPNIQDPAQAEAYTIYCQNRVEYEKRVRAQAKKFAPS
p-CIP stab down = p/CIP-EGFP fusion destabilizers, primary screen, fluorescence, F442A cells | 16 h | decrease of EGFP signal, % at 10 µM | 0.01% of 290,000 active | AID 1984, 2009;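 active = EGFP signal decrease of at least 30% at 10 µM or well 3 SD below plate mean, unless failing retest; inactive = the rest, including hits failing retest or dose response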; note: some compounds called inactive have numbers as strong as hits; many of its hits are not listed in these tables
MEKK2mut PB1 HTS = MEK5 binding signal on mutant MEKK2 PB1, primary screen, biochemical, multiplex bead flow cytometry, Alexa488-MEK5; AID 1530, 2009; Alexa488-MEK5 binding to MEKK2 mutant; percent response, % at 10 µM; 0.35% of 290,000 active; in the data active = percent response above about 24%, passing the limit was not always enough; note: inactives centre near 1; some results filed as inactive read as strong as hits; reference of the scale not given here
M18AAP inhibitor = PfM18AAP inhibitors, malaria aminopeptidase, primary screen, biochemical, QFRET, recombinant enzyme. 1.2% of 290,000 active. H-Glu-NHMec fluorogenic cleavage. inhibition, % at 7.35 µM;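 active = inhibition above the campaign mean inhibition over all tested compounds plus 3 SD, cut at about 28% in these data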;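 note: 0% = plate median of test compound wells and 100% = 2 mM ZnCl2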
MEKK2 WT-MEK5 = modulators of MEK5 binding to wildtype MEKK2, primary screen, biochemical, multiplex bead flow cytometry, Alexa488-MEK5 | AID 1531, 2009 | 1.1% of 290,000 active | Mitogen-activated protein kinase kinase kinase 2 (Homo sapiens), Q9Y2U5 | binding response (% of control), % at 10 µM | Alexa488-MEK5 binding to MEKK2 WT; actives lie on both sides; in the data active = binding response below about 67% or above about 130%
MEKK3 PB1 HTS = modulators of MEKK3-MEK5 PB1 binding, primary screen, biochemical, wildtype MEKK3, multiplex bead flow cytometry, Alexa488-MEK5; 1.4% of 290,000 active; bead-based flow cytometry, Alexa488-MEK5 binding to MEKK3; actives lie on both sides; 0 = blocked by unlabeled MEK5, 100 = vehicle; AID 1529, 2009; binding response (% of control), % at 10 µM; Mitogen-activated protein kinase kinase kinase 3 (Homo sapiens), Q99759;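 active = binding response more than 3 SD above or below the average of its plate-row segment, actives on both sides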;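 note: Alexa488 bead fluorescence after subtracting the streptavidin-only scavenger bead signal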
Target sequence (Q99759 whole entry, looked up): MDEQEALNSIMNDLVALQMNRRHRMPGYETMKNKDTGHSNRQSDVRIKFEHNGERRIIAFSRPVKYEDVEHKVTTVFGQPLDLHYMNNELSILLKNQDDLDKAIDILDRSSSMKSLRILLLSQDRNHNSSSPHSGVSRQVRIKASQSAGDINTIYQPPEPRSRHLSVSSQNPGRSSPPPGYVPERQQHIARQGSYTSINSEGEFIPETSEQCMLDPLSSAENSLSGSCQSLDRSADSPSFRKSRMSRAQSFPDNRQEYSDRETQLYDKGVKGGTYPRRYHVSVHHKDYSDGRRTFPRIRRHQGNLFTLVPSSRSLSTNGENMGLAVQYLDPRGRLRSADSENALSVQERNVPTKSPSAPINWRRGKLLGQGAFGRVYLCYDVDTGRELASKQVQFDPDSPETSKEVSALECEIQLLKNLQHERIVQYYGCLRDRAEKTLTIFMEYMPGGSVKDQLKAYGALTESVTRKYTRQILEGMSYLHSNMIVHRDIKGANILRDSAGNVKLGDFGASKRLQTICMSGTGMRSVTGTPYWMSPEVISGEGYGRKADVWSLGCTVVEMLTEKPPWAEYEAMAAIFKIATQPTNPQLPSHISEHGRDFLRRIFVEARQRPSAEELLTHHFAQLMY
IDE act = human IDE activators in live cells, primary screen, fluorescence polarization, HEK cells, FAbeta-B substrate; FAbeta-B cleavage; 0% vehicle, 100% cell-free pure enzyme wells; activation, % at 5.96 µM; 0.073% of 340,000 active;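 active = activation above the mean of all tested compounds plus 3 SD, set per screening campaign, cut at about 17% in these data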
Numbers without * were called inactive; / = not tested or not shown. These rows are one share of the data; rates above refer to the full screens.

IDE cell inh	M18AAP inhibitor	MEKK3 PB1 HTS	NALP1 inh	p-CIP stab down	MEKK2 WT-MEK5	MEKK2mut PB1 HTS	IDE act	UBC9 SUMO inh	canonical_smiles
-2.8	-9.6	88.0	/	-17.4	86.0	-18.0	2.9	21.9	CC1CCC(C(C)C)C(OC(=O)Cn2nnc3c(cnn3-c3ccccc3)c2=O)C1 (stereo not given)
0.0	-2.1	96.0	29.2	-7.4	93.0	-2.0	6.9	17.8	Cc1ccc(SCCC(=O)Nc2ccc(OCc3ccccc3)cc2)cc1
0.9	1.5	94.0	22.2	-5.9	105.0	2.0	-1.6	12.2	CN1CCCN(C(=O)c2ccc(Cl)s2)CC1
7.0	-6.3	103.0	-12.0	-13.3	103.0	9.0	-0.2	-0.4	Cc1csc(SCC(=O)Nc2c(C)n(C)n(-c3ccccc3)c2=O)n1
0.2	-9.6	99.0	-8.2	-13.5	96.0	-2.0	6.0	4.3	CCOC(=O)C1(Cc2cccc(Cl)c2)CCCN(C(=O)c2ccc(C)nc2)C1 (stereo not given)
0.5	-11.6	100.0	22.8	-27.5	102.0	1.0	7.7	23.4	CC1Sc2ccc(S(=O)(=O)N3CCC(C(=O)N(C)Cc4ccccc4)CC3)cc2NC1=O (stereo not given)
6.1	-8.8	95.0	-30.6	17.9	95.0	2.0	/	17.2	CC(=O)N1c2ccc3ccccc3c2C2C=CCC2C1c1ccc(Br)cc1 (stereo not given)
7.9	0.9	105.0	-16.9	-11.8	107.0	7.0	-2.9	5.6	CCc1nn(CCCC(=O)NCc2ccccc2C)c(=O)c2cc3occc3n12
-1.1	-13.5	112.0	-14.9	15.4	108.0	2.0	5.9	-1.2	CC(C)(C)NCC(O)(c1ccc(Cl)cc1)c1ccc(Cl)cc1
6.2	-11.7	96.0	-2.1	-7.5	96.0	-4.0	3.4	5.8	CCN(CC)S(=O)(=O)c1ccc(N2CCOCC2)c(NC(=O)Cc2ccccc2F)c1
-0.5	/	102.0	/	/	99.0	-4.0	1.3	/	Cc1cccc(CN2C(=O)[C@H]3Cc4c([nH]c5ccccc45)C(C)(C)N3C2=O)c1
0.8	10.3	95.0	2.8	8.0	88.0	-9.0	1.6	7.3	Cn1nnnc1SCC1=C(C(=O)O)N2C(=O)C(NC(=O)Cn3nc(C(F)F)cc3C3CC3)C2SC1 (stereo not given)
-1.2	-1.6	106.0	34.2	-7.5	112.0	-1.0	-4.0	18.2	COc1ccc(C)cc1NC(=S)N1CCN(S(C)(=O)=O)CC1
1.7	11.3	103.0	6.2	11.1	100.0	1.0	3.1	-7.2	CCOC(=O)Cn1c(=O)c(-c2ccccc2NC)nc2ccccc21
1.7	1.1	101.0	0.8	-0.1	110.0	9.0	-1.3	-9.7	O=C(NC(c1ccccc1)C(Cl)Cl)c1ccccc1 (stereo not given)
1.7	-0.8	101.0	12.0	4.4	97.0	0.0	2.4	6.1	COC(=O)c1cccc(Cn2c(Cl)c(/C=N/NC(=O)c3ccco3)sc2=O)c1
0.0	0.7	92.0	1.9	-6.5	91.0	-7.0	-2.9	20.9	CN(C)S(=O)(=O)c1ccc2c(c1)c(=O)c(C(=O)N1CCN(c3ccccn3)CC1)cn2C
2.2	1.9	100.0	-4.7	2.1	99.0	-1.0	2.9	-40.0	O=S1(=O)N=C(Nc2nc3c(s2)CCCC3)c2ccccc21
0.5	-2.6	108.0	8.1	-5.1	98.0	22.0	-1.5	5.9	O=C(NC(=S)Nc1ccc(CN2CCOCC2)cc1)c1ccc([N+](=O)[O-])cc1
0.9	9.8	96.0	0.3	13.4	96.0	-4.0	6.4	15.1	COC(=O)c1ccc(/C=N/NC(=O)C(=O)NCC2CCCO2)cc1 (stereo not given)
1.4	-0.4	99.0	5.9	3.6	98.0	-3.0	0.6	-12.5	O=C(NC1CCCCC1)C1(S(=O)(=O)c2ccc(Cl)cc2)CC1
3.6	-8.4	103.0	40.2	-9.6	104.0	-1.0	-2.1	-2.3	Cc1ccc(C(C)C)cc1OCC(=O)N/N=C/c1ccc2c(c1)OCCO2
3.7	-0.7	102.0	6.9	-5.1	97.0	-7.0	1.9	10.9	O=C(O)C1(c2ccccc2)CCN(S(=O)(=O)c2cccs2)CC1
-1.0	0.4	107.0	-1.3	-4.5	156.0*	31.0*	-1.2	-5.7	Cc1ccc(C23CC4CC(CC(NC(=O)NCCN(C)C)(C4)C2)C3)cc1
7.1	15.2	100.0	1.7	-6.9	95.0	-3.0	-2.1	21.9	COc1cc2ncnc(NCc3ccc(C)o3)c2cc1OC
0.1	-0.5	93.0	-6.8	-19.1	91.0	-3.0	3.4	-2.1	CCOc1ccccc1C1CC(c2ccc(F)cc2)Nc2nc(N)nn21 (stereo not given)
/	-6.4	105.0	-3.7	-1.4	106.0	5.0	3.2	13.1	CC1CCN(C(=O)CN(Cc2ccc(F)cc2)S(C)(=O)=O)CC1
6.5	1.6	92.0	/	4.4	95.0	-19.0	-1.9	1.4	CCNC(=S)N1CCC(C(N)=O)CC1
4.8	-5.1	101.0	0.7	-9.2	101.0	1.0	3.5	5.0	O=C(c1ccccc1Sc1ccc([N+](=O)[O-])cc1Cl)N1CCOCC1
10.5	-1.1	119.0	24.7	1.1	115.0	0.0	-2.5	7.5	CCN(CC)C(=O)C(=O)c1cn(CC(=O)N2CCc3ccccc3C2)c2ccccc12

Part of the list above, with two lines to a compound:
Values run as follows: IDE cell inh, M18AAP inhibitor, MEKK3 PB1 HTS, NALP1 inh, p-CIP stab down, MEKK2 WT-MEK5, MEKK2mut PB1 HTS, IDE act, UBC9 SUMO inh
COC(=O)c1cccc(Cn2c(Cl)c(/C=N/NC(=O)c3ccco3)sc2=O)c1
  1.7, -0.8, 101.0, 12.0, 4.4, 97.0, 0.0, 2.4, 6.1
CCOC(=O)C1(Cc2cccc(Cl)c2)CCCN(C(=O)c2ccc(C)nc2)C1 (stereo not given)
  0.2, -9.6, 99.0, -8.2, -13.5, 96.0, -2.0, 6.0, 4.3

More structures
IDE cell inh	M18AAP inhibitor	MEKK3 PB1 HTS	NALP1 inh	p-CIP stab down	MEKK2 WT-MEK5	MEKK2mut PB1 HTS	IDE act	UBC9 SUMO inh	canonical_smiles
10.0	0.6	90.0	34.7	-1.7	93.0	-14.0	4.3	18.0	COc1ccc(Nc2nc(NCC3CCCO3)nc(N)c2[N+](=O)[O-])cc1 (stereo not given)
-0.2	-4.4	103.0	13.4	-4.7	104.0	1.0	-3.8	/	Cc1ccc(CCN2CC(C(=O)NCCc3ccccc3)CC2=O)cc1 (stereo not given)
2.0	6.9	101.0	-2.9	-10.6	90.0	-9.0	-2.5	-1.8	Nc1nc2c(s1)COc1ccccc1-2
-1.0	-6.4	106.0	9.9	-8.6	102.0	1.0	-1.3	-6.1	CC(=O)Nc1ccc(N2CCCC(C)C2)c([N+](=O)[O-])c1 (stereo not given)
4.7	-7.9	106.0	1.4	-15.0	105.0	12.0	4.3	1.7	Cc1ccc2c(c1)=C(c1sc(N(C)c3ccc(O)cc3)nc1O)C(=O)N=2
-2.1	-2.4	94.0	9.4	-14.6	96.0	-2.0	4.9	12.3	CC1(C)CC(=O)C2=C(C1)OC(N)=C(C#N)C2c1ccc2c(c1)OCO2 (stereo not given)
0.3	-5.7	95.0	24.6	-6.4	99.0	0.0	1.4	6.2	COc1ccc(/C=N/NC(=O)c2cc[n+]([O-])cc2)cc1
-10.3	-6.8	106.0	12.6	2.6	110.0	7.0	-4.1	7.5	COc1cc2c(cc1OC)C(c1ccc(O)cc1)NCC2 (stereo not given)
0.7	/	87.0	-2.8	2.8	106.0	-1.0	3.1	10.1	CN(C)CCNC(=O)c1onc(CSc2ccc(F)cc2)c1C(=O)NCCN(C)C
2.2	-2.4	103.0	5.5	2.3	109.0	4.0	3.1	2.8	COC(=O)C(CCSC)NC(=O)c1cn(-c2ccc(OC)cc2)c(=O)c2ccccc12 (stereo not given)
-1.4	-4.2	95.0	18.3	-0.3	96.0	-2.0	1.5	18.5	COCC(=O)Nc1ccc(C)c(Cl)c1
0.4	5.1	117.0	11.1	2.1	108.0	5.0	-0.1	-10.2	O=S(=O)(c1ccc2c(c1)oc1ccccc12)N1CCOCC1
3.5	3.7	102.0	3.9	11.0	104.0	0.0	2.3	-8.3	CCOC(=O)N1CCN(C(=O)c2ccc3c(=O)n(Cc4ccccc4)c(=S)[nH]c3c2)CC1
2.5	-163.6	103.0	-3.2	1.3	109.0	5.0	-2.4	9.3	O=C(O)C1C2C=CC(O2)C1C(=O)Nc1ccccc1C(F)(F)F (stereo not given)
5.8	0.2	101.0	/	/	101.0	4.0	-12.1	/	Cc1ccc2nc(CSc3nnc(-c4ccco4)n3-c3ccccc3)cc(=O)n2c1
0.6	-12.4	105.0	11.1	-5.8	115.0	6.0	0.9	10.0	COc1cccc(CCNC(=O)CCCC(=O)c2ccccc2)c1
-6.5	2.4	131.0*	55.4	-0.3	103.0	1.0	-6.1	9.7	COc1ccc(/C=C2\SC(N3CCc4ccccc4C3)=NC2=O)cc1
-0.4	3.3	101.0	8.7	0.0	96.0	-6.0	3.4	9.2	CC(=O)Nc1ccc(Cc2nc3ccccc3[nH]2)cc1
-0.9	4.7	106.0	23.8	-13.6	103.0	4.0	6.2	-7.6	Cc1c(Cl)c(C(F)(F)F)nn1CC(=O)NCc1ccccc1

Ordered by molar mass (low to high): 3 of the compounds above
IDE cell inh	M18AAP inhibitor	MEKK3 PB1 HTS	NALP1 inh	p-CIP stab down	MEKK2 WT-MEK5	MEKK2mut PB1 HTS	IDE act	UBC9 SUMO inh	canonical_smiles
-1.0	-6.4	106.0	9.9	-8.6	102.0	1.0	-1.3	-6.1	CC(=O)Nc1ccc(N2CCCC(C)C2)c([N+](=O)[O-])c1 (stereo not given)
4.7	-7.9	106.0	1.4	-15.0	105.0	12.0	4.3	1.7	Cc1ccc2c(c1)=C(c1sc(N(C)c3ccc(O)cc3)nc1O)C(=O)N=2
0.7	/	87.0	-2.8	2.8	106.0	-1.0	3.1	10.1	CN(C)CCNC(=O)c1onc(CSc2ccc(F)cc2)c1C(=O)NCCN(C)C
